Assay outcomes: PubChem BioAssay, several laboratories
Dynein transport = dynein cargo transport inhibition. 220,000 tested, 0.47% active. 3617.4 mouse cells, GR-EGFP nuclear translocation imaging; test concentration mostly 20 µM; stimulated with dexamethasone, 1 µM; stronger effect = lower value. z-score, hits read low;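 active = plate z-score of nuclear minus cytoplasmic receptor signal below a set negative limit, without overly bright fluorescence or cell loss, cut at about -3.5 in these data, passing the limit was not always enough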;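 note: z-score of nuclear minus cytoplasmic ring GR-EGFP intensity difference per well; some compounds called inactive have numbers as strong as hits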
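Buffer or medium – tet-free medium with charcoal-stripped serum · Signal – automated 10x imaging of fixed Hoechst-stained cells · Also added – dexamethasone agonist, 1.0 µM final, for 30 min · Incubation – induction 48 h, compound 1 h, agonist 30 min · Read-out – GR-EGFP nuclear translocation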
Ins promoter up = MIN6 insulin promoter up-regulation. 190,000 tested, 0.3% active. AID 1625. MIN6 insulin promoter-GFP reporter, high-content imaging; stronger effect = higher value. z-score at 5 µM;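 active = z-score above 3 at 5 µM with at least 500 cells counted in the well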
ER stress rescue = rescue of cells from ER stress-induced death, primary screen, 384-well, CSM14.1, thapsigargin, ATP luminescence (AID 1222); CSM14.1 thapsigargin-induced death rescue, ATP luminescence; higher % means a stronger effect; one-dose cellular ATP content (survival), % at 20 µM; EC50 in µM for titrated hits; 190,000 tested, under 10 active;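 active = EC50 below 50 µM in the dose-response confirmation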;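 note: death triggered by thapsigargin at about 15 µM added after 2 h compound pretreatment; cell ATP read after overnight thapsigargin exposure of roughly 18 to 22 hours; normalized against plate controls of thapsigargin alone and 5% DMSO vehicle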
Autophagy HCS = alters autophagy in cells; MEF GFP-LC3 puncta imaging; test concentration mostly 10 µM; calls only at 10 µM (by protocol); 190,000 tested, 0.98% active; AID 463193;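 active = percentage of spot-positive cells more than 3 SD above its plate mean, without a fluorescence outlier flag or 80% toxicity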;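 note: spot-positive cell cutoff set from DMSO-treated cells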
Lipid droplet = modulators of hepatic lipid droplet formation; AML12 mouse hepatocytes, oleate lipid droplets, BODIPY imaging; inhibition, % at 6.5 µM; 240,000 tested, 0.4% active;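 active = lipid droplet intensity inhibited by at least 50%, with more than 500 cells counted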
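Material – mouse AML12 hepatocyte cell line, fixed after treatment · Compound dosing – one dose, 6.5 µM compound · Times – compound with oleate, overnight · Measured by – Image-based BODIPY and DAPI two-channel analysis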
Yfh1-off respiration = mitochondrial function rescue without frataxin homolog – Friedreich's ataxia, plus single-dose screen, dose response (AID 1465); S. cerevisiae Yfh1-off respiration, WST-1 reduction, 72 h; higher fold induction means a stronger effect; 220,000 tested, 0.074% active; fold induction at 50 µM; hits with a dose series show EC50 in µM;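 active = fold induction of absorbance versus untreated yeast above a set limit, then at least 30% activation at any dose in follow-up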;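 note: activators that raise dye reduction in frataxin-depleted yeast; strong numbers were not always called active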
MT stabilize HCS = microtubule stabilization, imaging screen; HeLa tubulin immunostaining HCS, 24 h; share of cells brighter than vehicle mean+2SD; % tubulin-high responders, % at 10 µM; 200,000 tested, 0.83% active;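 active = plate Z-score above 3 for both tubulin-high and condensed-nucleus cell shares, with cell loss under 80%, at 10 µM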;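 note: anti alpha tubulin signal scored within the nucleus-defined area of each cell; some results filed as inactive read as strong as hits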
P. falciparum M1AAP = P. falciparum M1AAP inhibitors, biochemical, fluorogenic H-Leu-NHMec substrate, 1536-well (AID 1445) | recombinant M1AAP, H-Leu-NHMec fluorogenic kinetic assay; higher % means a stronger effect | one-dose inhibition, % at 30 µM; IC50 in µM for titrated hits | 220,000 tested, 0.42% active;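 active = primary inhibition above the hit cutoff, then over 50% inhibition at one or more dose response concentrations, cut at about 23% in these data, passing the limit was not always enough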;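 note: plate controls were DMSO full reaction for no effect and no enzyme background for full effect; strong numbers were not always called active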
P. falciparum M17LAP = P. falciparum M17LAP inhibitors, primary screen, biochemical, fluorogenic H-Leu-NHMec substrate, 1536-well (AID 1619); recombinant M17LAP, H-Leu-NHMec fluorogenic kinetic assay; higher % means a stronger effect; one-dose inhibition, % at 30 µM; IC50 in µM for titrated hits; 220,000 tested, 0.38% active;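 active = compound inhibiting the enzyme by more than half at any dose during confirmatory dose-response retesting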;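 note: plate controls were full reaction with DMSO carrier for no effect and no enzyme background for full effect; strong numbers were not always called active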
Dynein transport cytoplasmic EGFP = also measured in Dynein transport; calls as there; z-score; measured here: cytoplasmic GR-EGFP intensity; stronger effect = higher value
Dynein transport nuclear GR-EGFP = second read-out of Dynein transport, no call of its own (marks repeat the call); z-score; measured here: nuclear GR-EGFP intensity;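 lower value marks the stronger effect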
Dynein transport cell count = further read-out of Dynein transport, marked with its call; z-score; measured here: cell count per field
Ins promoter up cell count = also measured in Ins promoter up; calls as there; cell count; measured here: cytotoxicity, nuclei count;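 total cells summed across four imaged fields per well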
Lipid droplet cells 6.5 µM = further read-out of Lipid droplet, marked with its call; cell count; measured here: cell count, cytotoxicity flag;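 cells counted across two imaged fields per well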
MT stabilize HCS Hoechst-high % = further read-out of MT stabilize HCS, marked with its call; % Hoechst-high responders; measured here: nuclear condensation Hoechst responders;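 share of cells brighter than vehicle mean plus two SD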
MT stabilize HCS cytotoxicity % = further read-out of MT stabilize HCS, marked with its call; toxicity, %; measured here: cytotoxicity by cell density;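 0% = mean cell density of plate MIN control wells and 100% = no cells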
Autophagy HCS cell loss 18 h = also measured in Autophagy HCS; calls as there; toxicity, %; measured here: cell loss, nuclei count;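 cell loss after 18 h compound exposure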
Active calls of the source: *.

For O=S(=O)(NC1=NCCC1)c1ccc(F)cc1 the results were Dynein transport -0.6, Ins promoter up -0.21, ER stress rescue -0.4%, Autophagy HCS inactive, Lipid droplet 12, Yfh1-off respiration inactive, MT stabilize HCS 1.6, P. falciparum M1AAP 6%, P. falciparum M17LAP 16%, Dynein transport cytoplasmic EGFP -0.15, Dynein transport nuclear GR-EGFP -0.25, Dynein transport cell count 0.34, Ins promoter up cell count 921, Lipid droplet cells 6.5 µM 770, MT stabilize HCS Hoechst-high % 0.8, MT stabilize HCS cytotoxicity % 2.6 and Autophagy HCS cell loss 18 h -4.
Screening CCCSC1=C(C#N)C2(CCCCC2)C(C#N)=C(N)N1 returned Dynein transport 1.2, ER stress rescue -1.2%, Autophagy HCS inactive, Lipid droplet -27, Yfh1-off respiration inactive, MT stabilize HCS 2.7, P. falciparum M1AAP -2%, P. falciparum M17LAP -4%, Dynein transport cytoplasmic EGFP 0.12, Dynein transport nuclear GR-EGFP 1, Dynein transport cell count -0.85, Lipid droplet cells 6.5 µM 662, MT stabilize HCS Hoechst-high % 1.6, MT stabilize HCS cytotoxicity % 7.8 and Autophagy HCS cell loss 18 h 14.
Screening COc1ccc(C)cc1S(=O)(=O)N(CC(=O)Nc1cc([N+](=O)[O-])ccc1C)c1ccc(C)c(C)c1 returned Dynein transport 2.3, Ins promoter up -0.41, ER stress rescue -2.3%, Autophagy HCS inactive, Lipid droplet 51*, Yfh1-off respiration inactive, MT stabilize HCS 2.3, P. falciparum M1AAP -1%, P. falciparum M17LAP 0%, Dynein transport cytoplasmic EGFP -0.094, Dynein transport nuclear GR-EGFP 0.94, Dynein transport cell count -1.1, Ins promoter up cell count 1342, Lipid droplet cells 6.5 µM 678*, MT stabilize HCS Hoechst-high % 3.0, MT stabilize HCS cytotoxicity % 10 and Autophagy HCS cell loss 18 h 13.
`Cc1ccc2[nH]c3c(N4CCOCC4)ncnc3c2c1` gave Dynein transport 0.14, Ins promoter up -0.26, ER stress rescue -2.7%, Autophagy HCS inactive, Lipid droplet 10, Yfh1-off respiration inactive, MT stabilize HCS 1.5, P. falciparum M1AAP 8%, P. falciparum M17LAP -92%, Dynein transport cytoplasmic EGFP 0.12, Dynein transport nuclear GR-EGFP 0.45, Dynein transport cell count 0.23, Ins promoter up cell count 831, Lipid droplet cells 6.5 µM 745, MT stabilize HCS Hoechst-high % 1.5, MT stabilize HCS cytotoxicity % 7.2 and Autophagy HCS cell loss 18 h 10.
For COc1ccc(-c2noc(CSc3nc(N)c(-c4ccccc4)c(=O)[nH]3)n2)cc1 the results were Dynein transport -0.5, Ins promoter up -0.28, ER stress rescue -1.8%, Autophagy HCS inactive, Lipid droplet -4, Yfh1-off respiration inactive, MT stabilize HCS 9.4, P. falciparum M1AAP 6%, P. falciparum M17LAP 10%, Dynein transport cytoplasmic EGFP -0.0076, Dynein transport nuclear GR-EGFP -0.044, Dynein transport cell count 0.42, Ins promoter up cell count 1907, Lipid droplet cells 6.5 µM 642, MT stabilize HCS Hoechst-high % 3.0, MT stabilize HCS cytotoxicity % 2.1 and Autophagy HCS cell loss 18 h 2.
For CC1(C)CC(=O)C(Br)=C(O)C1 the results were Dynein transport 0.045, Ins promoter up 0.05, ER stress rescue 1.4%, Autophagy HCS inactive, Lipid droplet 0, Yfh1-off respiration inactive, MT stabilize HCS 8.4, P. falciparum M1AAP 0%, P. falciparum M17LAP 1%, Dynein transport cytoplasmic EGFP -0.28, Dynein transport nuclear GR-EGFP 0.73, Dynein transport cell count -0.11, Ins promoter up cell count 1649, Lipid droplet cells 6.5 µM 637, MT stabilize HCS Hoechst-high % 3.1, MT stabilize HCS cytotoxicity % 10 and Autophagy HCS cell loss 18 h 3.
`CCC(C)(C)n1nnnc1C(c1cc2cc(OC)c(OC)cc2[nH]c1=O)N1CCc2ccccc21` (centres undefined) gave Dynein transport 0.015, Ins promoter up 0.73, ER stress rescue -1.8%, Autophagy HCS inactive, Yfh1-off respiration inactive, MT stabilize HCS 4.2, P. falciparum M1AAP 11%, P. falciparum M17LAP -6%, Dynein transport cytoplasmic EGFP -0.27, Dynein transport nuclear GR-EGFP 0.47, Dynein transport cell count -0.058, Ins promoter up cell count 1165, MT stabilize HCS Hoechst-high % 2.0, MT stabilize HCS cytotoxicity % 12 and Autophagy HCS cell loss 18 h -11.
Screening COc1ccc(OCC(O)CNC(=O)Nc2ccccc2)cc1 (centres undefined) returned Dynein transport 1.3, Ins promoter up -0.33, Lipid droplet -4, Yfh1-off respiration inactive, P. falciparum M1AAP 4%, P. falciparum M17LAP 9%, Dynein transport cytoplasmic EGFP -0.25, Dynein transport nuclear GR-EGFP 0.31, Dynein transport cell count -0.88, Ins promoter up cell count 1361 and Lipid droplet cells 6.5 µM 746.
`CCN(CCCNC(=O)C1CCN(S(=O)(=O)CC)CC1)c1cccc(C)c1` gave Dynein transport -0.41, Ins promoter up -0.4, ER stress rescue -2.0%, Autophagy HCS inactive, Yfh1-off respiration inactive, MT stabilize HCS 5.5, P. falciparum M1AAP 0%, P. falciparum M17LAP -3%, Dynein transport cytoplasmic EGFP -0.23, Dynein transport nuclear GR-EGFP -0.013, Dynein transport cell count 0.46, Ins promoter up cell count 1474, MT stabilize HCS Hoechst-high % 3.8, MT stabilize HCS cytotoxicity % 10 and Autophagy HCS cell loss 18 h -6.
`O=C(Nc1ccc(-c2nc3ncccc3o2)cc1)c1ccc(Br)o1` gave Dynein transport -0.56, Ins promoter up -0.03, ER stress rescue 1.5%, Autophagy HCS inactive, Lipid droplet 56*, Yfh1-off respiration inactive, MT stabilize HCS 1.9, P. falciparum M1AAP 3%, P. falciparum M17LAP -7%, Dynein transport cytoplasmic EGFP -0.21, Dynein transport nuclear GR-EGFP -0.076, Dynein transport cell count 1.5, Ins promoter up cell count 1140, Lipid droplet cells 6.5 µM 701*, MT stabilize HCS Hoechst-high % 3.0, MT stabilize HCS cytotoxicity % 8.0 and Autophagy HCS cell loss 18 h 5.
For CCc1nc2scc(-c3cccs3)c2c(=O)o1 the results were Dynein transport 0.43, Ins promoter up 0.82, ER stress rescue 1.2%, Autophagy HCS inactive, Lipid droplet 24, Yfh1-off respiration inactive, MT stabilize HCS 3.8, P. falciparum M1AAP 0%, P. falciparum M17LAP 22%, Dynein transport cytoplasmic EGFP -0.24, Dynein transport nuclear GR-EGFP 0.17, Dynein transport cell count 0.45, Ins promoter up cell count 1236, Lipid droplet cells 6.5 µM 595, MT stabilize HCS Hoechst-high % 2.9, MT stabilize HCS cytotoxicity % 4.7 and Autophagy HCS cell loss 18 h -1.
COc1ccc(NC(=O)CC(NCc2ccccn2)C(=O)O)cc1 (centres undefined) was read as Dynein transport 0.97, Ins promoter up -0.18, ER stress rescue -0.5%, Autophagy HCS inactive, Lipid droplet -57, Yfh1-off respiration inactive, MT stabilize HCS 3.3, P. falciparum M1AAP -15%, P. falciparum M17LAP 6%, Dynein transport cytoplasmic EGFP -0.28, Dynein transport nuclear GR-EGFP 0.7, Dynein transport cell count -0.78, Ins promoter up cell count 1223, Lipid droplet cells 6.5 µM 616, MT stabilize HCS Hoechst-high % 1.3, MT stabilize HCS cytotoxicity % 3.2 and Autophagy HCS cell loss 18 h 23.
`COc1ccc(CN2CCCC(CNC(=O)c3ccc(F)cc3)C2)cc1OC` (centres undefined) gave Dynein transport -0.3, Ins promoter up -0.71, ER stress rescue 0.5%, Autophagy HCS inactive, Lipid droplet -43, Yfh1-off respiration inactive, MT stabilize HCS 1.3, P. falciparum M1AAP 8%, P. falciparum M17LAP 1%, Dynein transport cytoplasmic EGFP -0.3, Dynein transport nuclear GR-EGFP -0.036, Dynein transport cell count 0.36, Ins promoter up cell count 1485, Lipid droplet cells 6.5 µM 720, MT stabilize HCS Hoechst-high % 1.1, MT stabilize HCS cytotoxicity % 0.9 and Autophagy HCS cell loss 18 h 11.

A stretch taken from the entries so far, as a working copy:
COc1ccc(NC(=O)CC(NCc2ccccn2)C(=O)O)cc1 (centres undefined) was read as Dynein transport 0.97, Ins promoter up -0.18, ER stress rescue -0.5%, Autophagy HCS inactive, Lipid droplet -57, Yfh1-off respiration inactive, MT stabilize HCS 3.3, P. falciparum M1AAP -15%, P. falciparum M17LAP 6%, Dynein transport cytoplasmic EGFP -0.28, Dynein transport nuclear GR-EGFP 0.7, Dynein transport cell count -0.78, Ins promoter up cell count 1223, Lipid droplet cells 6.5 µM 616, MT stabilize HCS Hoechst-high % 1.3, MT stabilize HCS cytotoxicity % 3.2 and Autophagy HCS cell loss 18 h 23.
`COc1ccc(CN2CCCC(CNC(=O)c3ccc(F)cc3)C2)cc1OC` (centres undefined) gave Dynein transport -0.3, Ins promoter up -0.71, ER stress rescue 0.5%, Autophagy HCS inactive, Lipid droplet -43, Yfh1-off respiration inactive, MT stabilize HCS 1.3, P. falciparum M1AAP 8%, P. falciparum M17LAP 1%, Dynein transport cytoplasmic EGFP -0.3, Dynein transport nuclear GR-EGFP -0.036, Dynein transport cell count 0.36, Ins promoter up cell count 1485, Lipid droplet cells 6.5 µM 720, MT stabilize HCS Hoechst-high % 1.1, MT stabilize HCS cytotoxicity % 0.9 and Autophagy HCS cell loss 18 h 11.
